Bcl-B Bim block = inhibitors of Bim-Bcl-B binding, primary screen, biochemical, multiplexed, human Bcl-2 family | Bcl-2-like protein 10 (Homo sapiens), Q9HD36 | bead-based flow cytometry, Bim peptide-Bcl-B binding | inhibition, % at 10 µM | 190,000 tested, 0.073% active | AID 951, 2007;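 note: 0% = tracer peptide without compound and 100% = reference inhibitor peptide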
Target sequence (Q9HD36 whole entry, looked up): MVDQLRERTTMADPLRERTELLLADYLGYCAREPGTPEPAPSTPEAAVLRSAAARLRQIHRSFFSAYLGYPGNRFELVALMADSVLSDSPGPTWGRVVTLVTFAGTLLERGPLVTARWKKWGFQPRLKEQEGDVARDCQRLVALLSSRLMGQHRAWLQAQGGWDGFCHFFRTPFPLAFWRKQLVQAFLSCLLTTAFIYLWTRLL
Bcl-XL Bim block = inhibitors of Bim-Bcl-XL binding, primary screen, biochemical, multiplexed, bead flow cytometry, human Bcl-XL; Bcl-2-like protein 1 (Homo sapiens), Q07817; Bim peptide-Bcl-XL binding, fluorescence; inhibition, % at 10 µM; 190,000 tested, 0.04% active
RGS4-Gao reg = modulators of RGS4 binding to Galphao, primary screen, biochemical, multiplexed bead flow cytometry. Guanine nucleotide-binding protein G(o) subunit alpha (Homo sapiens), P09471. actives lie on both sides. binding response (% of control), % at 10 µM. 220,000 tested, 0.33% active; in the data active = binding response below about 49% or above about 150%; inactive = in between;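 note: fluorescent Galphao activated with aluminum fluoride binding bead-coupled RGS4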
Target sequence (P09471 whole entry, looked up): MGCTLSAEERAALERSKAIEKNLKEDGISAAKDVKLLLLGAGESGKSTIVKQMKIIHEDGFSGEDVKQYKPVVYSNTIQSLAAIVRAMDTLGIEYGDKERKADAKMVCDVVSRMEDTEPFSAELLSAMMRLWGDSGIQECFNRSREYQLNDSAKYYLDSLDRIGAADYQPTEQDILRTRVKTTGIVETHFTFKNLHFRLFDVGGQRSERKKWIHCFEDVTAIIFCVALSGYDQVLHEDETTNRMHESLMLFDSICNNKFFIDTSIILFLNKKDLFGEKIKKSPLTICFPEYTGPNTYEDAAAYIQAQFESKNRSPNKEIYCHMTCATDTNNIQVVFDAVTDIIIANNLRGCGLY
ABCB1 block = ABCB1 efflux pump inhibitors, primary screen, cell-based, multiplex, flow cytometry, ABCG2 counter-screen. AID 1326, 2008. CCRF-Adr cells, JC-1 efflux. inhibition, % at 6.6 µM. ATP-dependent translocase ABCB1 (Homo sapiens), P08183. 190,000 tested, 0.067% active; in the data active = inhibition above about 40%;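 note: 0% = vehicle and 100% = reference inhibitor; higher value means more JC-1 retained so stronger ABCB1 efflux block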
Bim-Bcl-2 = inhibitors of Bim-Bcl-2 binding, primary screen, biochemical, multiplexed, human Bcl-2 family. Apoptosis regulator Bcl-2 (Homo sapiens), P10415. Bead-based flow cytometry, Bim peptide-Bcl-2 binding. inhibition, % at 10 µM. 190,000 tested, 0.06% active; in the data active = inhibition above about 40%; inconclusive = no clear call, values can overlap the other calls;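 note: 0% = no compound wells with probe peptide and 100% = reference peptide inhibitor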
Target sequence (P10415 whole entry, looked up): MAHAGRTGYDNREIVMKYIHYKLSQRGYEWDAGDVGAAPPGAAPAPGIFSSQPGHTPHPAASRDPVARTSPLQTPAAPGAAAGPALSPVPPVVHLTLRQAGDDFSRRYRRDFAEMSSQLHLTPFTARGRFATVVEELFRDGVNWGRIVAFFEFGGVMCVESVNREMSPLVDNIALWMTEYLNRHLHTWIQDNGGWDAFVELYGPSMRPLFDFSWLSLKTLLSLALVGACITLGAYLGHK
ABCG2 inh = ABCG2 efflux pump inhibitors, primary screen, multiplex with ABCB1, IgMXP3 cells, flow cytometry; Broad substrate specificity ATP-binding cassette transporter ABCG2 (Homo sapiens), Q9UNQ0; JC-1 efflux; inhibition, % at 6.6 µM; 190,000 tested, 0.1% active; AID 1325, 2008;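 active = inhibition above 80%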;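 note: 0% = DMSO and 100% = nicardipine control wells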
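System: two drug-resistant human cell lines, ABCG2 and ABCB1; controls: nicardipine high and DMSO low controls; times: 10 min exposure at 25 °C with rotation, no wash; detection: flow cytometry of retained JC-1 fluorescence; read-out basis: percent efflux inhibition, scaled nicardipine 100% to DMSO 0%; doses: one concentration, 6.6 µM final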
RGS7-Gao reg = RGS7-Galphao binding modulators, primary screen, biochemical, multiplexed bead flow cytometry | Guanine nucleotide-binding protein G(o) subunit alpha (Homo sapiens), P09471 | actives lie on both sides | binding response (% of control), % at 10 µM | 220,000 tested, 0.35% active; in the data active = binding response below about 49% or above about 150%; inconclusive = no clear call, values can overlap the other calls; inactive = in between;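 note: fluorescent Galphao held in activated GDP-AlF4 state binding bead-coupled RGS7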
Bfl-1 Bim block = inhibitors of Bim binding to Bfl-1, primary screen, biochemical, multiplexed, bead-based flow cytometry. Bim-Bfl-1 binding inhibition. inhibition, % at 10 µM. 190,000 tested, 0.12% active;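 note: 0% = wells without compound plus tracer and 100% = blocker peptide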
GSH fluor = compound fluorescence on glutathione beads, profiling panel, artefact control, biophysical, 488/530 nm, flow cytometry; GSH beads flow cytometry, compound fluorescence 488/530 nm; active compounds read high; fluorescence (KMESF) at 10 µM; 190,000 tested, 0.25% active; in the data active = fluorescence above about 89;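 note: glutathione beads carrying GST-tagged Bcl family fusion proteins plus one bare bead set; values are compound well signal with DMSO vehicle wells as background; inactives centre near 16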
Bcl-W Bim block = inhibitors of Bim binding to Bcl-W, primary screen, biochemical, multiplexed, bead-based flow cytometry; Bcl-2-like protein 2 (Homo sapiens), Q92843; Bim peptide-Bcl-W binding; inhibition, % at 10 µM; 190,000 tested, 0.02% active; AID 952, 2007;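 note: 0% = bound tracer without compound and 100% = peptide blocker; higher means less fluorescent Bim peptide bound to Bcl-W beads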
Avidin fluor = green autofluorescence of compounds with avidin beads – biophysical, 488/530 nm, flow cytometry, artefact control, profiling panel; fluorescence (KMESF) at 10 µM; 220,000 tested, 0.38% active; AID 1775, 2009; compound fluorescence 488/530 nm; active compounds read high; in the data active = fluorescence above about 47; note: inactives centre near 10
* hit, by the source's call; ? = inconclusive. Cut-off read from the data, not from the text of the source, unless noted: active = inhibition above about 40%.

cpd	molecule	Bcl-B Bim block	Bcl-XL Bim block	RGS4-Gao reg	ABCB1 block	Bim-Bcl-2	ABCG2 inh	RGS7-Gao reg	Bfl-1 Bim block	GSH fluor	Bcl-W Bim block	Avidin fluor
1	CCN(CC)C(=O)COc1cc(C)cc2oc(=O)cc(-c3ccccc3)c12	-1	-1	115	0.7	-4	1	115	-4	10	-3	13
2	O=C(NCc1ccco1)c1nnc(Cc2ccc(Cl)cc2)o1	-4	-4	103	0.5	-6	1	103	-9	19	0	7
3	Cc1nn(C)cc1/C=C/C(=O)c1ccccc1	-1	-4	91	-0.2	0	0	99	-11	15	2	6
4	O=C(N/N=C/c1cn(-c2ccccc2)nc1-c1ccc(F)cc1)c1ccc(Br)o1	-9	-7	100	0.1	-7	32	105	-1	22	-1	12
5	CCCCOc1cccc(C(=O)NC(=S)Nc2ccc(Cl)c(C(=O)O)c2)c1	0	-2	101	-0.2	1	-1	103	-2	20	-1	11
6	COc1ccc(Nc2nc(N)nc(CSC(=S)N3CCN(C)CC3)n2)cc1	0	-1	98	0.7	-3	31	98	-4	11	1	10
7	O=C(N1CCOCC1)N1CCN(S(=O)(=O)N2CCCCC2)CC1	0	0	110	0.4	2	1	110	1	35	0	13
8	CC1CCCCN1C(=O)N[C@@H](Cc1ccccc1)C(=O)O (stereo partly specified)	-7	-2	105	-0.3	-7	-1	103	-8	24	0	7
9	Cc1ccc2c(c1)N(C(=O)NC1CCCCC1)C(C)(C)CC2C (stereo unspecified)	-8	-1	103	0.4	-3	3	110	-4	14	8	18
10	Cc1ccc(S(=O)(=O)N2CCN(C(=O)c3cc(=O)[nH]c4ccccc34)CC2)c(C)c1	-1	1	107	0.0	0	0	104	-6	10	3	21
11	Cc1nnc(NN2CCOCC2)[nH]c1=O	-4	0	98	0.0	0	1	100	-3	15	2	14
12	O=C1CC(C(=O)Nc2ccccc2)N=C(N2CCOCC2)N1 (stereo unspecified)	-9	-5	93	-0.1	-10	1	92	-15	32	0	13
13	Cc1c(O)nc(SC2CC(=O)N(c3ccccc3)C2=O)[nH]c1=O (stereo unspecified)	-12	-9	98	0.8	-9	6	97	-15	34	-3	12
14	O=C(Nc1cc(Cl)cc(Cl)c1)c1cnn2cccnc12	-4	2	99	0.9	0	7	100	-1	23	-6	23
15	Cc1cc(C)nc(NS(=O)(=O)c2ccc(NC(=O)c3ccc4c(c3)OCO4)cc2)n1	-1	-6	101	0.3	0	-1	101	-3	38	1	9

Arranged by heavy-atom count (low to high): some entries from above
cpd	molecule	Bcl-B Bim block	Bcl-XL Bim block	RGS4-Gao reg	ABCB1 block	Bim-Bcl-2	ABCG2 inh	RGS7-Gao reg	Bfl-1 Bim block	GSH fluor	Bcl-W Bim block	Avidin fluor
11	Cc1nnc(NN2CCOCC2)[nH]c1=O	-4	0	98	0.0	0	1	100	-3	15	2	14
3	Cc1nn(C)cc1/C=C/C(=O)c1ccccc1	-1	-4	91	-0.2	0	0	99	-11	15	2	6
14	O=C(Nc1cc(Cl)cc(Cl)c1)c1cnn2cccnc12	-4	2	99	0.9	0	7	100	-1	23	-6	23
8	CC1CCCCN1C(=O)N[C@@H](Cc1ccccc1)C(=O)O (stereo partly specified)	-7	-2	105	-0.3	-7	-1	103	-8	24	0	7
2	O=C(NCc1ccco1)c1nnc(Cc2ccc(Cl)cc2)o1	-4	-4	103	0.5	-6	1	103	-9	19	0	7
13	Cc1c(O)nc(SC2CC(=O)N(c3ccccc3)C2=O)[nH]c1=O (stereo unspecified)	-12	-9	98	0.8	-9	6	97	-15	34	-3	12
1	CCN(CC)C(=O)COc1cc(C)cc2oc(=O)cc(-c3ccccc3)c12	-1	-1	115	0.7	-4	1	115	-4	10	-3	13
15	Cc1cc(C)nc(NS(=O)(=O)c2ccc(NC(=O)c3ccc4c(c3)OCO4)cc2)n1	-1	-6	101	0.3	0	-1	101	-3	38	1	9

Continuation.
cpd	molecule	Bcl-B Bim block	Bcl-XL Bim block	RGS4-Gao reg	ABCB1 block	Bim-Bcl-2	ABCG2 inh	RGS7-Gao reg	Bfl-1 Bim block	GSH fluor	Bcl-W Bim block	Avidin fluor
16	CC(=O)Nc1nonc1-c1ccccc1	-6	-4	100	1.6	-13	2	98	-11	13	0	7
17	CCOc1ccc(CC(=O)N2CCN=C2SC)cc1	-2	-2	98	1.0	1	7	?	-6	19	0	9
18	FC(F)(F)c1cccc(-c2nn[nH]n2)c1	-3	-4	100	1.0	-2	10	?	-4	13	-3	12
19	CCOC(=O)N1CCC(NC(=O)c2ccc3c(=O)n4c(nc3c2)CCCC4)CC1	-5	-10	101	0.2	-4	4	97	-9	66	1	7
20	O=C(CSc1nnc(-c2ccccc2O)o1)Oc1ccc(Br)cc1	-2	-2	92	0.0	-3	0	87	-7	4	2	8
21	CCN(CC)c1ccc2cc(C#N)c(=O)oc2c1	-1	-2	99	-0.1	0	1	104	-4	17	-1	10
22	COc1ccc(CCNC(=O)COc2cc(=O)n(C)c3ccccc23)cc1OC	0	0	101	0.1	-4	5	105	-4	11	-2	16
23	Cc1ccc2oc(-c3cc(NC(=O)c4ncn[nH]4)ccc3O)nc2c1	-6	-10	101	1.1	0	7	100	-2	10	-7	3
24	Cc1cnc(NC(=O)CSc2nnc(-c3cccs3)n2C)s1	-3	-15	90	0.1	-7	2	94	-12	269*	1	7
25	Cn1cc(Br)c(C(=O)NNC(=O)c2ccc(Br)cc2)n1	-7	-7	103	0.2	-5	9	109	-8	11	-3	15
26	CN1C(=O)N(C)C2(c3ccccc3)Nn3c(s/c(=C/c4ccccc4F)c3=O)=NC12c1ccccc1 (stereo unspecified)	-8	-3	86	3.0	-10	4	97	-13	10	0	8
27	CCOC(=O)C1=C(C)NC2=C(C(=O)CC(c3cccs3)C2)C1c1cccs1 (stereo unspecified)	-5	-2	96	0.7	9	3	99	0	15	-3	8
28	Cc1ccc(-n2c(=O)c3sccc3n(CC(=O)N3CCCC3)c2=O)cc1	-11	-8	102	0.0	-9	0	100	-5	13	-4	20
29	NC(=O)c1c(NC(NC(=O)c2ccco2)C(=O)c2ccc(Cl)cc2)sc2c1CCCC2 (stereo unspecified)	-11	-4	98	0.4	-3	2	103	-10	10	-2	10
30	NC(=O)C1=C[C@@H](c2ccc(C(F)(F)F)cc2)C[C@@H](OCCCCO)O1	-8	-1	105	1.8	-1	3	102	-8	18	-3	7
31	O=C(Nc1nnc(-c2ccccc2F)s1)C1CCN(S(=O)(=O)c2ccc(Cl)cc2)CC1	1	1	100	0.1	3	0	95	4	11	1	6
32	COc1ccc(NC(=O)CSc2nnc(-c3ccncc3)n2C)cc1	-2	1	110	0.0	-4	1	110	-3	12	1	21
33	COC(=O)/C(=C/c1ccc2c(c1)c1ccccc1n2C)NC(=O)c1ccccc1	-9	-2	103	2.3	-8	5	106	-14	17	-3	21
34	O=C1c2cccc3c(Nc4ccccc4Cl)c([N+](=O)[O-])cc(c23)C(=O)N1CCO	0	-3	97	-1.7	0	3	92	-1	20	-3	14
35	O=c1c(/C=N/O)c(Nc2ccccc2)nc2ccccn12	4	1	103	0.7	0	3	96	0	6	0	9
36	C/C(=C/C(=O)N1CCN(C)CC1)C(=O)O	0	-4	109	0.9	-2	4	105	-4	11	0	14
37	CCOC(=O)C1CCCN(c2c(NCCN3CCCCC3C)c(=O)c2=O)C1 (stereo unspecified)	-7	0	104	0.1	-7	-1	104	-12	25	2	7
38	Cc1cc(SCC(=O)c2ccccc2)nc(C)n1	-8	-2	105	0.2	-2	3	108	-3	5	-2	6
39	CNC(=O)NC(=O)CSc1nc2cc(C(=O)OC)ccc2c(=O)n1-c1ccccc1	0	-6	118	0.1	5	0	116	6	5	-5	4
40	Cc1cc(C)nc(SC(C)C(=O)O)n1 (stereo unspecified)	-4	0	102	0.6	-2	2	102	-2	10	0	19
41	N#Cc1nc(COc2ccc(Cl)cc2)oc1NCc1ccc2c(c1)OCO2	0	-12	97	0.0	2	0	95	1	32	-1	4
42	Cc1cc(NC(=O)c2ccc(F)cc2F)n(-c2nc3ccccc3[nH]2)n1	-6	0	102	0.3	-8	5	102	-13	46	-2	10
43	COc1ccc(Nc2nc(N)nc(CN3CCN(c4ccc(F)cc4)CC3)n2)cc1	-2	-3	98	0.7	-2	3	94	-4	10	-2	12
44	CN(C)CCCN(C(=O)c1ccc2c(c1)CCCC2)c1nc2c(F)cccc2s1	-16	-6	101	1.0	3	1	96	18	16	2	6
